DT40 TDP1 CPT = DT40-hTDP1 cell growth loss with CPT | AID 686979 | Potency, µM (titrated, usually from 46.2 µM), for the others: at the top dose activity change, negative = growth inhibition, most hits filed as inhibitors | chicken DT40 Tdp1-/-;hTDP1 cells + 20 nM CPT, ATP luminescence, 48 h | actives 12% (n = 420,000); further: nearly all actives have a fitted effect of over 55% in size
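Chicken DT40 Tdp1-/- cells stably complemented with human TDP1 were seeded at 400 cells/well in medium containing 20 nM camptothecin, exposed to pin-transferred compounds, and grown at 37 °C for at least 48 hr. Viability was read as ATP luminescence.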
DT40 TDP1 no CPT = qHTS for Inhibitors of human tyrosyl-DNA phosphodiesterase 1 (TDP1): qHTS in cells in absence of CPT; DT40 Tdp1-/- hTDP1 cells, no CPT, ATP luminescence, 48 h; actives 15% (n = 420,000); Potency, µM (highest dose often 46.2 µM), for the others: at the top dose activity change, negative = growth inhibition, actives largely listed as inhibitors; further: nearly all actives have a fitted effect of over 55% in size
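No-CPT arm: Tdp1-/-;hTDP1 DT40 cells (400/well) plus compounds, incubated ≥48 hr at 37 °C. Readout CellTiter-Glo luminescence.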
TDP1 block = inhibitors of human tyrosyl-DNA phosphodiesterase TDP1; Potency, µM (highest dose often 130 µM), without a hit: at the top dose activity change, negative = inhibition, usual class: inhibitors; actives 0.28% (n = 350,000); recombinant TDP1, AlphaScreen DNA substrate cleavage; Q9NUW8; further: nearly all actives have a fitted effect of over 40% in size
Target sequence (Q9NUW8 whole entry, looked up): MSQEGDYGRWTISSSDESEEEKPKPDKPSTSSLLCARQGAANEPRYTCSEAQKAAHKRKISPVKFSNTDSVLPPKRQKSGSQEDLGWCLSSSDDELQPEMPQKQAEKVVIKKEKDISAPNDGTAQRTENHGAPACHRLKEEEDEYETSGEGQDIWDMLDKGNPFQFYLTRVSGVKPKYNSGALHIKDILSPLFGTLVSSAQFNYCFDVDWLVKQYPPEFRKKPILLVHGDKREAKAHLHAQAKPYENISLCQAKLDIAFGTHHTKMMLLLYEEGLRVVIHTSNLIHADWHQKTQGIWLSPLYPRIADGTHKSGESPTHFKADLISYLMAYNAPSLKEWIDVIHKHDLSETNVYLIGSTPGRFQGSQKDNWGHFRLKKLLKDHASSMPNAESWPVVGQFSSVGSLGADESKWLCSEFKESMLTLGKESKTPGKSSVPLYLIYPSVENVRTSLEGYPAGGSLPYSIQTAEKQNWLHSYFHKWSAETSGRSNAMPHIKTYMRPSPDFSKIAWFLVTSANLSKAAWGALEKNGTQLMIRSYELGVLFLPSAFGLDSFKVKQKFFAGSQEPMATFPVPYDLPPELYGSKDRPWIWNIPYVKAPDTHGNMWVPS
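Compounds were preincubated with Tdp1 (1 nM final) for 15 min at room temperature before substrate (15 nM final) started a 5 min reaction; beads (10 ug/ml final) were then added for 10 min before AlphaScreen detection.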
* hit, by the source's call; ? = inconclusive; · = not tested or not shown; & = joins results of further samples; [ ] = another dose, or the depositor's remark. The call rests on the fitted dose curve; in most records, active means well fitted curve in the direction sought with a large enough effect; inconclusive means small, poorly fitted or top-dose-only effect, or another doubt; inactive means no such curve, though single readings can be large; an effect the other way counts as inactive or inconclusive. On the % scale 0 is the no-effect control and ±100 the full control effect; potency means the concentration at half of the fitted maximal effect.

structure	DT40 TDP1 no CPT	TDP1 block	DT40 TDP1 CPT
C=CCSc1nc(C)cc2c1C(=O)OC2	5%	-1%	-1%
CC(C)CC(=O)Nc1nnc(SCC(=O)NC2CCCCC2)s1	0%	-2%	-3%
CC1(C)CC(NC(=O)C(=O)NCCc2ccc(Cl)cc2)CC(C)(C)N1	-3%	2%	?
O=C(NC1CCCCC1)c1cc2c(cc1Cl)N1CCCCCC1=NS2(=O)=O	-29%	-2%	-1%
Cn1c2ccccc2c2cnn(CC(=O)Nc3cccc(F)c3)c(=O)c21	-2%	2%	-21%
Cc1cc(C)cc(Nc2ccc(C(=O)O)cc2N)c1	-5%	-4%	1%
CCOC(=O)N1CCN(C(=O)CCc2cc(OC)c(OC)c(OC)c2)CC1	-5%	2%	-3%
CCN(CC)S(=O)(=O)c1ccc(C)c(NC(=O)COC(=O)[C@@H]2CCCN2C(=O)c2cccs2)c1	9%	1%	4%
CC1CCN(S(=O)(=O)c2cnc(Cl)c(Br)c2)CC1	-24%	5%	-16%
CC1CCN(S(=O)(=O)c2cc3c4c(c2)C(C)C(=O)N4CCC3)CC1 (stereo not drawn)	-1%&-18%	7%&5%	-4%&-21%
COc1ccc(-c2nnc(SCC(=O)N3CCOCC3)o2)cc1OC	-7%	3%	-15%
COc1ccc(NC(=O)COC(=O)c2c(NC(C)=O)sc(C)c2C)cc1	?	·	?

2 entries from above, field by field:
> O=C(NC1CCCCC1)c1cc2c(cc1Cl)N1CCCCCC1=NS2(=O)=O
  DT40 TDP1 no CPT: -29%
  TDP1 block: -2%
  DT40 TDP1 CPT: -1%

> Cn1c2ccccc2c2cnn(CC(=O)Nc3cccc(F)c3)c(=O)c21
  DT40 TDP1 no CPT: -2%
  TDP1 block: 2%
  DT40 TDP1 CPT: -21%

(cont.)
structure	DT40 TDP1 no CPT	TDP1 block	DT40 TDP1 CPT
O=C(Nc1nc2ccccc2s1)C1=NN(c2ccccc2)C(=O)CC1	-21%	7%	?
O=C(NC1=NCCS1)c1cc(-c2ccc(-c3ccccc3)cc2)nc2ccccc12	?	6%	?
CCCCN(C(=O)CCCc1nc2ccccc2s1)c1c(N)n(CCCC)c(=O)[nH]c1=O	-9%	3%	0%
Cc1ccc(Sc2c(C)nn(C(=O)COc3ccc(F)cc3)c2C)cc1	-2%	·	-2%
CCOC(=O)[C@]12CCCC=C1N(Cc1ccccc1)C(=O)[C@H](CC(=O)NCCCN1CCCC1=O)C2	-2%	·	-3%
Fc1ccccc1CSc1nnnn1-c1ccc2c(c1)OCO2	-2%	-7%	-14%
Cc1ccc(-c2noc(CCC(=O)NC3CCCc4ccccc43)n2)cc1 (stereo not drawn)	2.3µM*	9%	9.2µM*
Cc1ccc(C(=O)NCc2ccco2)c(C)c1	8%	·	13%
COc1cccc(NC(=O)C(=O)NCCC2CCCCN2S(=O)(=O)c2cccs2)c1 (stereo not drawn)	16µM*	0%	?
COc1ccccc1CNC(=O)CCN1C(=O)COc2ccc(C)cc21	-24%	4%	-22%
CCOC(=O)Cc1nnc(NC(=O)CSc2nc3ccccc3[nH]2)s1	-4%	3%	-17%
Cc1ccc(-n2c(SCC(N)=O)nc(O)cc2=O)cc1	-5%	-5%	5%

Some of the entries above, set out differently.
Order of results – DT40 TDP1 no CPT, TDP1 block, DT40 TDP1 CPT
- Cc1ccc(Sc2c(C)nn(C(=O)COc3ccc(F)cc3)c2C)cc1
    -2%, ·, -2%
- CCOC(=O)[C@]12CCCC=C1N(Cc1ccccc1)C(=O)[C@H](CC(=O)NCCCN1CCCC1=O)C2
    -2%, ·, -3%
- Fc1ccccc1CSc1nnnn1-c1ccc2c(c1)OCO2
    -2%, -7%, -14%
- Cc1ccc(-c2noc(CCC(=O)NC3CCCc4ccccc43)n2)cc1 (stereo not drawn)
    2.3µM*, 9%, 9.2µM*
- Cc1ccc(C(=O)NCc2ccco2)c(C)c1
    8%, ·, 13%
- COc1cccc(NC(=O)C(=O)NCCC2CCCCN2S(=O)(=O)c2cccs2)c1 (stereo not drawn)
    16µM*, 0%, ?

More entries.
structure	DT40 TDP1 no CPT	TDP1 block	DT40 TDP1 CPT
CC1CCCCN1Cc1nc2c(c(=O)n(C)c(=O)n2C)n1CCc1ccccc1 (stereo not drawn)	?	2%	?
Cc1nc(Nc2nc3c(c(=O)[nH]2)CCC3)nc2ccccc12	4.1µM*	·	5.8µM*
CC(=O)Nc1ccc(OCC(O)CN2CCN(c3ccc(Cl)cc3)CC2)cc1 (stereo not drawn)	?	-2%	-25%
CN1CCN(S(=O)(=O)c2csc(C(N)=O)c2)CC1	-2%	1%	-3%
O=C(CCc1nnc2ccc(NCc3ccccc3Cl)nn12)NCC1CCN(C2CCCC2)C1 (stereo not drawn)	-15%	7%	9%
CCOc1ccc(S(=O)(=O)c2cn(Cc3ccccc3C)c3ccc(OC)cc3c2=O)cc1	12µM*	9%	15µM*
CCN(CC(=O)N(CC(C)C)c1c(N)n(CC(C)C)c(=O)[nH]c1=O)Cc1nc2ccccc2c(=O)[nH]1	-27%	2%	-17%
Cc1ccc(C(C)C)c(OCCCN(C)Cc2ccccc2)c1	23µM*	3%	16µM*
CC(C)Oc1nnnn1-c1ccccc1	-9%	-1%	-12%
COc1cccc(/C=C/C(=C2\C(=O)N(c3ccccc3)N=C2C)c2ccc(Br)cc2)c1OC	?	·	-29%
O=S(=O)(NCc1ccncc1)c1ccc(Br)s1	2.6µM*	5%	1.8µM*
O=C(O)c1ccc2c(=O)n(-c3ccccc3F)c(=S)[nH]c2c1	12%	1%	26%
Cc1ccc(Nc2nc(N)nc(CSc3nnc(C)s3)n2)cc1	-21%	·	-12%
CC(C)c1ccc(NC2CCCN(C(=O)c3cccs3)C2)cc1 (stereo not drawn)	?	12%	21µM*
COC(=O)c1cn([C@@H]2C[C@@H](C(=O)N3CCCCCC3)N(Cc3cc4ccccc4s3)C2)nn1	-27%	·	-29%
OCCCn1c(C2CCCN2c2nc(-c3ccc(Cl)cc3)cs2)nc2cc(Cl)c(Cl)cc21 (stereo not drawn)	?	·	?
Cc1c(Cl)cccc1NC(=O)NC1CCCCC1	-1%	5%	-29%
C=CCCC(=O)NC1CC(C)(C)Cc2c1cnn2-c1cccc(F)c1 (stereo not drawn)	-13%	·	-23%
CC(=O)NCc1nnc2c3ccccc3c(-c3ccccc3)nn12	7%	8%	-33%
CCOC(=O)c1cc2sccc2n1CC(=O)Nc1ccc2c(c1)OCCO2	-29%	3%	?
CCCC#CCN1CCN(C23CC4CC(CC(C4)C2)C3)CC1	-21%	·	0%
Cc1cc(-c2ccc(C)c(S(=O)(=O)Nc3ccccc3C(F)(F)F)c2)on1	?	3%	?
Cc1ccc(-c2cc(-c3ccccc3)nc(NN)n2)cc1	-22%	·	?
O=C(NCCc1c[nH]c2ccccc12)C(=O)NCC1OCCN1S(=O)(=O)c1ccc(F)cc1 (stereo not drawn)	?	3%	?
Cc1cc(NCc2ccccc2Cl)n2cnnc2n1	9.2µM*	7%	12µM*
CCCc1n[nH]c2c1C(=O)C(C(=O)OC)C(C)(C)C2 (stereo not drawn)	10%	-4%	6%
Cc1cccc(S(=O)(=O)N2CCN(c3nc(-c4cccs4)nc4ccccc34)CC2)c1	-13%	2%	-10%
COc1ccc(C(=O)Oc2coc(CSc3nnc(NC(=O)c4cccs4)s3)cc2=O)cc1	-5%	3%	2%
CC1=C(C(=O)N2CCOCC2)CC(CC(=O)NCCN2CCOCC2)C(=O)N1CCC1=CCCCC1 (stereo not drawn)	?	·	-25%
COC(=O)c1ccc(-n2c(C)cc(C(=O)COC(=O)CNS(=O)(=O)c3ccc(C)cc3)c2C)cc1	-24%	0%	-5%
COc1ccccc1-c1noc(-c2ccc(NCCc3ccccc3)c([N+](=O)[O-])c2)n1	2%	11%	3%
N#Cc1nccnc1S(=O)(=O)c1cccs1	1µM*	0%	0.65µM*
CC(=O)Nc1ccc2c(COC(=O)[C@H](C)N3C(=O)C4CCCCC4C3=O)cc(=O)oc2c1 (stereo partly drawn)	-27%	3%	1%
CSC1=NCCN1C(=O)c1ccc(S(=O)(=O)N2CCCCC2)cc1	?	3%	?
Cc1ccc(S(=O)(=O)N2CCOCC2)cc1NC(=O)COC(=O)CCc1c[nH]c2ccccc12	?	4%	?
COc1ccc2nc(Nc3nc4cc5c(cc4s3)OCCO5)sc2c1	-12%	7%	-2%

Given with two lines to a compound: part of the list above.
Values run as follows: DT40 TDP1 no CPT	TDP1 block	DT40 TDP1 CPT
CSC1=NCCN1C(=O)c1ccc(S(=O)(=O)N2CCCCC2)cc1
 : ?	3%	?
Cc1ccc(S(=O)(=O)N2CCOCC2)cc1NC(=O)COC(=O)CCc1c[nH]c2ccccc12
 : ?	4%	?

Next section:
structure	DT40 TDP1 no CPT	TDP1 block	DT40 TDP1 CPT
O=c1[nH]c2c(n(C3CCCCC3)c1=O)CCC2	?	1%	?
COC(=O)c1sc2ncn(N)c(=O)c2c1C	19%	·	-8%
CC(C)n1c(-c2cccs2)nc2ccccc21	?	6%[56.1 µM]	-29%
COC(=O)c1[nH]c2cc(OC)ccc2c1NC(=O)CCN1CCCCC1	-10%	-1%	4%
CC(C)(C)SCCNS(=O)(=O)c1ccc2ccccc2c1	-10%	3%	?
Cc1ccc(CCNC(=O)c2ccc3c(c2)N(Cc2cccc(C)c2)C(=O)c2ccccc2S3(=O)=O)cc1	-25%	3%	-5%
COc1ccc(OC)c(-c2csc(N(Cc3ccco3)C(=O)c3ccco3)n2)c1	21µM*	5%	?
O=C(Nc1ccc(Cl)c(S(=O)(=O)N2CCCCC2)c1)c1ccco1	?	1%	-25%
O=C(COc1ccc2ccc(=O)oc2c1)Nc1ccc(CCO)cc1	-5%	4%	-7%
COCCSc1nnc(NC(=O)c2ccc([N+](=O)[O-])cc2)s1	-5%	-1%	5%
O=C(NC(=S)Nn1cnc2c(cnn2-c2ccccc2)c1=O)c1ccc(Cl)cc1	2%	3%	29%
CC(C)c1ccccc1-n1c(-c2cccnc2)n[nH]c1=S	-19%	0%	-16%
Cc1ccc(/C=C/C(=O)OCC(=O)NC(=O)NCc2ccco2)cc1	17%	-12%	-4%
Cc1ccc(C(C(=O)NCc2ccccc2)N(C(=O)c2csnn2)c2cccc3ccccc23)o1 (stereo not drawn)	?	8%	-29%
COc1cc(CNC(=O)c2ccc3c(c2)N(C)C(=O)C2CCCCN32)cc(OC)c1OC (stereo not drawn)	?	4%	?
Cc1ccc(CSc2nc3ccccc3c(=O)[nH]2)cc1	-25%	0%	9%
C=C(Cl)COc1cc(C)cc2oc(=O)cc(CC)c12	-9%	5%	-12%
O=C(C[n+]1cccc2ccccc21)c1ccc(Br)cc1	?	·	?
CCCN(CCC)CCCNC(=O)C1CCN(c2nc3ccc(CC)cc3s2)CC1	5.2µM*	6%	5.8µM*
O=C(NCc1ccncc1)C1CCN(S(=O)(=O)Cc2ccccc2)CC1	2%	0%	-17%
COc1ccc(CCC(=O)Nc2ccc(S(=O)(=O)Nc3nccc(C)n3)cc2)cc1	-20%	2%	-6%
Cc1ccc(-c2noc(CCC(=O)NCc3ccccc3CN3CCOCC3)n2)cc1	?	0%	?
CN(CC(=O)Nc1ccccc1C(F)(F)F)C(=O)Cc1ccc(S(=O)(=O)N2CCOCC2)s1	-25%	·	-24%
COc1cccc2sc(N(Cc3cccnc3)C(=O)C3COc4ccccc4O3)nc12 (stereo not drawn)	-23%	5%	-17%
C=CCn1c(SCC(=O)Nc2cc(C)on2)nc2sc(CC)cc2c1=O	?	8%	-24%
CCc1ccc(NC(=O)CCC(=O)Nc2nnc(C(F)(F)F)s2)cc1	0%	6%	-19%
Cc1nc(N2CCN(Cc3ccc4c(c3)OCO4)CC2)c2oc3ccccc3c2n1	9.2µM*	·	7.3µM*
CC(=O)c1cccc(NC(=O)CC(c2ccc(C)cc2)N2Cc3ccccc3C2=O)c1 (stereo not drawn)	16µM*	8%	?
CCOc1ccc(S(=O)(=O)N2CCCCC2)cc1NC(=O)c1cccnc1OCC	?	2%	?
COc1ccccc1NC(=O)CSc1nnc(-c2ccco2)n1N	17%	1%	-17%

Compound activity as filed in PubChem BioAssay.
